# Hck-Nef inh = human Hck-Nef kinase inhibition; Recombinant Hck-YEEI plus Nef, Z-Lyte FRET kinase assay; inhibition, % at 20 µM; 220,000 tested, 0.68% active; P08631;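 active = Hck-Nef kinase inhibition above about 50%, limit read from the data; inactive = inhibition below that limit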;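 note: 0% = DMSO with Hck plus Nef and 100% = Hck alone without Nef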
# Target sequence (P08631 whole entry, looked up): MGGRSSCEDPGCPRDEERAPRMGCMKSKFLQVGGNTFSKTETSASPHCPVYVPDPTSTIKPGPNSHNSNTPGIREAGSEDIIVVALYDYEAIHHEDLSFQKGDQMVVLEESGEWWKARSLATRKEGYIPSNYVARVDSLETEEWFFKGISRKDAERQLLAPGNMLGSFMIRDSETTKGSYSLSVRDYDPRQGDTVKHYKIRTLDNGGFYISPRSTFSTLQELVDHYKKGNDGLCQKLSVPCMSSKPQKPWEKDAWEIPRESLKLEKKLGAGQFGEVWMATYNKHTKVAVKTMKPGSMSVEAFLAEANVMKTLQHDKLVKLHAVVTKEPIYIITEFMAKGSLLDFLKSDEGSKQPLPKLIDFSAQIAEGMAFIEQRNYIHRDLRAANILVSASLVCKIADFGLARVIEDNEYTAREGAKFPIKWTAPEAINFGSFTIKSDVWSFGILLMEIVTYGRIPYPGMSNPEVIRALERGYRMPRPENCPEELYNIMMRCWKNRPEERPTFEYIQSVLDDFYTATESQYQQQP
# Thrombin inh = inhibitors of human thrombin | P00734 | alpha-thrombin, Boc-VPR-AMC fluorogenic substrate cleavage | inhibition, % at 5 µM | 220,000 tested, 0.26% active;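 active = inhibition at or above 40%; inactive = inhibition below 40%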;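 note: 0% = enzyme with no compound and 100% = wells without enzyme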
#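 Test system: human alpha-thrombin; medium: pH 7.5 Tris-saline with Tween 20; times: reaction at room temperature; signal: AMC fluorescence at 355 nm excitation and 460 nm emission; also added: Boc-VPR-AMC substrate, 15 µM final; dosing: one concentration per compound, 5 µM, with 0.2% DMSO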
# FXIa inh 1536 = blocks human coagulation factor XIa protease activity; AID 798; purified FXIa, Boc-Glu-Ala-Arg-AMC fluorogenic substrate; inhibition, % at 5 µM; 220,000 tested, 0.14% active;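 active = inhibition of at least 40%; inactive = inhibition below 40%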;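 note: fluorescence of freed AMC excited at 355 nm; 0% = enzyme without compound and 100% = no enzyme blank; many of its hits are not listed in these tables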
# Wee1 stabilizer = human Wee1 degradation inhibition, primary screen; reporter increase, % at 5 µM; P30291; AID 1321; 220,000 tested, 1.2% active; HeLa Luc-Wee1K328M stability, luciferase luminescence; 100% = proteasome inhibitor MG132 effect;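 active = activation above the mean of all tested compounds plus 3 SD, set per screening run, cut at about 8.8% in these data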;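 note: cells exposed to compound for 20 h before luminescence read; 0% = DMSO alone and 100% = MG132 at 30 µM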
# Runt-CBFb FRET = inhibitors of human RUNX1 Runt domain binding to CBFb | AID 1496 | Cerulean-Runt/Venus-CBFb FRET ratio 530/480, 1 h | Q01196+Q13951 | inhibition, % at 20 µM | 220,000 tested, 0.46% active;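 active = inhibition over about 50% at 20 µM in the single-dose screen, limit read from the data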;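 note: 0% = DMSO wells and 100% = excess unlabeled CBFb competitor control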
#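 test system = Cerulean-Runt domain fusion protein, energy donor | probe or stimulus = Venus-CBFb binding partner, 100 nM | incubation = two 1 h room-temperature incubations shielded from light | detection = fluorescence energy transfer, 422 nm excitation, 530/480 nm emission | measure = loss of energy transfer signal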
# Runt-SMMHC FRET = Runt domain-CBFb-SMMHC interaction inhibition | Q01196+Q13951 | Cerulean-Runt/Venus-CBFb-SMMHC FRET ratio 530/480, 1 h | inhibition, % at 20 µM | 220,000 tested, 0.74% active | AID 1434;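 active = mean inhibition across duplicate retests at 20 µM reaching about 50%, limit read from the data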;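 note: 0% = DMSO wells and 100% = wells with excess untagged CBFb-SMMHC; inhibitors lower the FRET ratio by blocking Runt binding to CBFb-SMMHC; some results filed as inactive read as strong as hits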
# KLK5 inh = kallikrein 5 (human) inhibition; Q9Y337; recombinant hK5, fluorogenic AMC substrate cleavage; inhibition, % at 5 µM; 210,000 tested, 0.59% active; AID 873;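 active = inhibition of 40% or more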;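 note: 0% = enzyme controls without compound and 100% = no-enzyme blanks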
# Target sequence (Q9Y337 67-293 limits assumed): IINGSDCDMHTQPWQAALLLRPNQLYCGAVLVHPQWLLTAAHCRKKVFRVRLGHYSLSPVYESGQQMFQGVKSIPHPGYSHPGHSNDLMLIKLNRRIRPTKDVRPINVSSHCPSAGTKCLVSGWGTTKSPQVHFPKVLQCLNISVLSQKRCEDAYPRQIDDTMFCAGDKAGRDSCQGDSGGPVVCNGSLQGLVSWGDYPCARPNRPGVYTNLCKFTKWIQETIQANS
# FXIIa inh 1536 = blocks human coagulation factor XIIa protease activity; P00748; purified FXIIa, Boc-QGR-AMC fluorogenic substrate, 2 h; inhibition, % at 5 µM; 220,000 tested, 0.3% active; in the data active = inhibition above about 40%;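 note: 0% = enzyme with no compound and 100% = blank without enzyme; many of its hits are not listed in these tables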
# 14-3-3 Bad PPI = disrupts binding of bovine 14-3-3 zeta to phospho-Bad peptide; TR-FRET 14-3-3zeta/Dy647-pBad peptide displacement, 1 h; inhibition, % at 21.7 µM; 220,000 tested, 0.71% active;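 active = inhibition above about 70%, limit read from the data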;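 note: 0% = full 14-3-3 plus peptide FRET controls and 100% = background without 14-3-3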
# Target sequence (P63103 whole entry, looked up): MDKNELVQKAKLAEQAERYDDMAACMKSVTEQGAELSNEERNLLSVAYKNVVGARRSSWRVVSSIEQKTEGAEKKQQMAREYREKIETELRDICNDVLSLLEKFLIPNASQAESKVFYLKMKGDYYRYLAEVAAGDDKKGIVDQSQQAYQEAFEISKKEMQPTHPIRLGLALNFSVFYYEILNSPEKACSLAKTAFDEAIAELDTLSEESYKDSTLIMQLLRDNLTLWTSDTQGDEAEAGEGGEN
# Active calls of the source: *; nt = no result given; [ ] = remark or other dose.
FXIa inh 1536,Wee1 stabilizer,Molecule,FXIIa inh 1536,Thrombin inh,Runt-CBFb FRET,KLK5 inh,Hck-Nef inh,14-3-3 Bad PPI,Runt-SMMHC FRET
1,2,O=C1CCCN1CCCNCC(=O)N1c2ccccc2Sc2ccccc21,8,10,0,-9,6,79*,2
1,1,CN(C(=O)COC(=O)/C=C/c1ccccc1[N+](=O)[O-])c1ccccc1,6,2,-2,3,6,30,-1
3,-3,CCn1[nH]c(=O)c(=Nc2c(C)n(C)n(-c3ccccc3)c2=O)cc1-c1ccc(Cl)cc1,12,-2,0,10,2,91*[fluorescence artefact?],0
2,3,O=C(c1cccs1)N1CCN=C1SCc1ccc(Cl)cc1,2,0,1,-1,-4,-2,1
-6,-1,CN1C(=O)C2ON(c3ccccc3)C(c3cccs3)C2C1=O (stereo not drawn),4,-10,-1,-3,17,-10[fluorescence artefact?],-2
-1,-2,O=C1C(Cc2ccc(F)cc2)SC(=Nc2ccccc2)N1c1ccccc1 (stereo not drawn),9,-8,0,-9,0,-8,1
-2,3,CCOC(=O)C1=C(COc2ccc(C)cc2)NC(=O)NC1c1cc(C)ccc1C (stereo not drawn),8,-9,-1,-7,3,-1[fluorescence artefact?],1
-1,-2,O=[N+]([O-])c1cc(S(=O)(=O)Nc2cccc(Cl)c2)ccc1N/N=C/c1ccc(N2CCOCC2)cc1,8,-2,0,6,29,-1,-12
-5,-1,Cc1onc(-c2ccccc2)c1CNS(=O)(=O)c1ccccc1[N+](=O)[O-],1,-12,0,17,9,-3,0
41*,-1,COc1ccc(CSc2nc(C)cc(C)c2S(C)(=O)=O)cc1,28,9,-1,34,8,1,1
-2,0,Cc1cccc(N2CCN(Cc3cc(=O)n4ccsc4n3)CC2)c1C,14,0,-2,-1,1,12,1
-5,-1,O=C(Nc1ccccc1C(=O)N/N=C/c1ccco1)c1ccc(Cl)cc1,-2,-9,0,-6,2,5,-3
-2,3,C/C(CC(=O)Nc1ccc2c(c1)OCCO2)=N\NC(=O)c1ccccn1,4,-8,4,-9,16,-4,-1
-7,-1,NC(=NC1CCCCC1)c1ccc([N+](=O)[O-])cc1,0,-5,1,-7,-1,6,-4
15,0,CCOc1cc(/C=C(\C#N)c2nc(-c3cccs3)c(NC(C)=O)s2)ccc1O,4,-1,-229,-1,6,-8,-331
-1,-2,O=C(C1=C[C@@H](c2ccc(C(F)(F)F)cc2)C[C@@H](OCCCCO)O1)N1CCN(Cc2ccccc2)CC1,11,-2,1,0,10,-2,1
18,-2,Cc1ccc(S(=O)(=O)Cn2nnnc2CN(Cc2ccco2)CC2CCCO2)cc1 (stereo not drawn),31,2,0,-7,-1,2,3
2,-1,C/C(=C\C(=O)c1ccc(C)o1)Nc1ccc(C(=O)O)cc1C,11,0,-2,-6,-6,30,5
0,-3,CCS(=O)(=O)c1ccc(O)c(NC(=O)CCCC(=O)O)c1,18,-5,2,-1,13,3,-7
6,6,Cc1ccc(C)c(Nc2ncnc(N)c2[N+](=O)[O-])c1,10,-2,-1,-18,3,-12,2
-8,0,COc1ccc(-c2cc(C(F)(F)F)n3nc(C(=O)NCCCn4ccnc4)cc3n2)cc1,-16,-18,8,-7,9,-4,23
-14,5,CCOc1ccccc1Nc1nnc(Cc2ccccc2Cl)c(=O)[nH]1,-4,23,0,-13,1,2,-10
-3,6,Nc1ccc2nc(SCc3cccc(F)c3)sc2c1,5,-8,1,0,22,-13,-1
7,6,O=C1C=C(c2ccccc2)C[C@H](c2cccs2)[C@H]1n1nnc([N+](=O)[O-])n1,11,-2,4,-16,3,-21,-3
6,7,CCOc1cccc(NC(=O)CSc2nc(C)c3c(c2C#N)CCCC3)c1,8,3,1,3,2,-7[fluorescence artefact?],4
6,0,CCOC(=O)C1CCCN(C2CC(=O)N(c3cccc(C)c3)C2=O)C1 (stereo not drawn),12,-2,2,-15,0,60[fluorescence artefact?],3
-13,-1,O=C1CCCc2ccccc2N1Cc1c(Cl)cccc1Cl,-8,-1,0,-1,2,-16,-5
8,0,CC1=NN(Cc2ccccc2)C(=O)/C1=C\c1ccc(N(C)C)cc1,13,-1,-14,6,5,5,-8
2,0,CNc1c([N+](=O)[O-])cnn1-c1ccc(C)cc1,7,5,-3,-12,-1,3,2
-7,3,CCn1c(NC(=O)c2ccccc2F)c(-c2cccs2)c(=O)c2ccccc21,-4,-7,4,-6,3,-2,-5

# One compound at a time, as listed above.
# CCS(=O)(=O)c1ccc(O)c(NC(=O)CCCC(=O)O)c1 as listed: FXIa inh 1536: 0; Wee1 stabilizer: -3; FXIIa inh 1536: 18; Thrombin inh: -5; Runt-CBFb FRET: 2; KLK5 inh: -1; Hck-Nef inh: 13; 14-3-3 Bad PPI: 3; Runt-SMMHC FRET: -7
# CCOc1ccccc1Nc1nnc(Cc2ccccc2Cl)c(=O)[nH]1 as listed: FXIa inh 1536: -14; Wee1 stabilizer: 5; FXIIa inh 1536: -4; Thrombin inh: 23; Runt-CBFb FRET: 0; KLK5 inh: -13; Hck-Nef inh: 1; 14-3-3 Bad PPI: 2; Runt-SMMHC FRET: -10
# Cc1ccc(C)c(Nc2ncnc(N)c2[N+](=O)[O-])c1 as listed: FXIa inh 1536: 6; Wee1 stabilizer: 6; FXIIa inh 1536: 10; Thrombin inh: -2; Runt-CBFb FRET: -1; KLK5 inh: -18; Hck-Nef inh: 3; 14-3-3 Bad PPI: -12; Runt-SMMHC FRET: 2

# Continued.
FXIa inh 1536,Wee1 stabilizer,Molecule,FXIIa inh 1536,Thrombin inh,Runt-CBFb FRET,KLK5 inh,Hck-Nef inh,14-3-3 Bad PPI,Runt-SMMHC FRET
0,-2,Cc1noc(C)c1CSc1nnc2sc3ccccc3n12,8,1,0,-4,2,1,1
-2,-1,S=C(NCc1ccccc1)Nc1ccc(Cl)cc1,3,-9,1,-4,22,-3,3
5,3,Cc1nn2cc(-c3ccc(-c4ccccc4)cc3)nc2s1,15,3,-2,2,1,10,2
-12,1,O=C(NC(=S)Nc1ccc(N2CCOCC2)c(Cl)c1)C(c1ccccc1)c1ccccc1,-5,-3,2,-3,-2,-12,1
0,-3,O=C(Nc1nnc(C2CC2)s1)c1ccncc1,13,-2,-1,-1,1,1[fluorescence artefact?],2
-1,-1,CCCC1S/C(=N/N=C/c2ccc(OC)cc2)N(Cc2ccc(OC)cc2)C1=O (stereo not drawn),16,4,nt,6,0,-5,2
5,-1,O=[N+]([O-])c1ccc(OCc2cccc(COc3ccc([N+](=O)[O-])cc3)n2)cc1,10,0,-4,-20,4,-18,-3
-8,-2,COc1ccc(C2=NOC(CNC(=O)c3ccccc3Br)C2)c(OC)c1 (stereo not drawn),4,-2,-1,-4,3,1,3
19,1,CCCS(=O)(=O)NCCc1cc2cc(C)c(C)cc2[nH]c1=O,19,-2,0,-6,2,17,4
-5,4,CC(C)CN1C(=O)c2ccccc2C1(O)Cc1ccccc1 (stereo not drawn),7,0,-4,-9,7,-4[fluorescence artefact?],-5
-5,3,Cc1c(Cl)cccc1NC(=S)N1CCN(C(=O)C2CCCO2)CC1 (stereo not drawn),4,-12,2,-6,1,-1,-3
0,-2,COc1cccc(/C=N/NC(=O)c2oc3nc(-c4ccccc4)cc(-c4ccco4)c3c2N)c1,0,-5,-86,-3,-33,5,-164
4,-3,Cc1cc[n+](CC(=O)c2ccc(NC(=O)c3ccccc3)cc2)c2ccccc12,10,-9,1,11,27,15,-1
1,-1,CC1CCc2nc(NC(=O)CSc3nc4ccccc4o3)sc2C1 (stereo not drawn),-6,-2,0,1,9,2,1
-2,-1,CCC(=O)Nc1ccc(C(=O)CSc2nnc(-c3ccc(O)cc3)n2CC2CCCO2)cc1OC (stereo not drawn),13,6,0,2,-1,-2[fluorescence artefact?],-2
-3,0,CC1=CC(C)(C)N(C(=O)CCl)c2cc(C)ccc21,9,-1,-3,13,17,-9,0
4,-2,Cc1ccnc2nc(C(=O)Nc3ccc(N4CCOCC4)cc3)nn12,16,-3,0,2,-1,8,-2
10,-2,CC(C)NCC(O)COc1ccc(CC(N)=O)cc1 (stereo not drawn),11,-1,0,-8,-1,-2,-2
-3,2,Nn1c(SCc2ccccc2)nnc1C1CCCCC1,3,-5,1,-3,15,7,-1
4,2,CN1CCN(c2ccc(S(=O)(=O)N3CCCCC3)cc2NC(=O)c2ccc(F)cc2F)CC1,14,-5,-5,-16,6,-21,5
-3,-4,CCN(CC)CCNC(=O)c1ccc2c(c1NCCO)C(=O)c1ccccc1C2=O,6,-6,-4,-7,10,-28,-1
6,-4,CCn1c(SCc2nc3ccccc3c(=O)[nH]2)nnc1-c1cccnc1,14,-1,-1,-3,1,6[fluorescence artefact?],6
-6,-1,COc1ccc(-n2nnnc2SC(C)C(=O)NCC(=O)Nc2ccc(F)c(F)c2F)cc1 (stereo not drawn),-2,-10,-1,-8,-1,-9,0
4,1,O=C(NCc1ccco1)c1cccc(NS(=O)(=O)c2ccccc2F)c1,13,-7,0,-14,3,-16[fluorescence artefact?],-6
-3,0,O=C(Cc1cc(=O)[nH][nH]1)N/N=C/c1c(F)cccc1Cl,5,-1,1,0,20,-13,3
-20,-3,CCCCNC(=O)c1cc2c(=O)n3cccc(C)c3nc2n(Cc2ccncc2)c1=N,-23,5,20,-15,67*,-4[fluorescence artefact?],70*
0,-1,CCN1C(=O)C(c2ccc(O)cc2)(c2ccc(O)cc2)c2ccccc21,6,nt,2,-3,16,94*,1
-5,-1,CCOc1cc(CNC2CCCC2)cc(Cl)c1OCc1ccc(F)cc1,3,-5,0,-4,0,-3,-4
6,3,Cc1cc(N=Cc2cc(Cl)ccc2O)no1,13,6,0,-1,0,-5,-11
3,3,S=c1[nH]nc(Nc2cccc3ccccc23)s1,4,-4,30,13,-55,-2,7
10,-3,CC(NCc1cccc(OCc2ccccc2)c1)C(O)c1ccccc1 (stereo not drawn),1,-3,-2,-22,7,-1,0
1,3,O=C1Nc2ccccc2N=C(c2ccccc2)c2ccccc21,5,-5,0,0,7,-15,-2
13,-1,COc1ccccc1CNC(=O)c1c(N)n(CCCN2CCOCC2)c2nc3ccccc3nc12,12,2,3,-95,52*,-21,38
3,-1,Cc1ccc(NC(=O)c2c(C)nc(Nc3nc4ccccc4o3)nc2C)cc1,18,-9,1,-46,6,-7[fluorescence artefact?],2
-1,-1,O=C(CN1CCN(S(=O)(=O)c2ccccc2)CC1)NC(=O)NC1CCCCC1,1,-5,3,-5,6,-5,-2
0,-2,O=C(Cn1c(=O)oc2ccccc21)Nc1nc(-c2ccc(Br)cc2)cs1,4,3,3,-7,3,21[fluorescence artefact?],-19
19,-3,CC(C)C1N=C2c3ccccc3N=C(SCc3cc(=O)n4cc(Cl)ccc4n3)N2C1=O (stereo not drawn),26,0,0,-23,0,4,8
-4,-1,O=c1c2c3nc4ccccc4nc3n(/N=C/c3ccncc3)c2ncn1-c1ccccc1,6,-2,0,-1,21,16,1
3,-2,CCc1ccc(C2C(C#N)=C(N)Oc3n[nH]c(CC(=O)OC)c32)cc1 (stereo not drawn),15,1,-1,-8,8,-8[fluorescence artefact?],3
-4,7,O=[N+]([O-])c1ccc2c(c1N1CCCCC1)=NC1(CCCCC1)[N+]=2[O-],2,-3,16,-7,27,5,23

# Compound activity deposited in PubChem BioAssay by several laboratories.
